# DT40 TDP1 CPT – growth inhibition of DT40 Tdp1-/-;hTDP1 cells with camptothecin (screen for TDP1 inhibitors); 420,000 tested, 12% active; Potency, µM (doses to about 46.2 µM), inactives show at the highest dose activity change, negative = growth inhibition, hits mostly inhibitors; chicken DT40 Tdp1-/-;hTDP1 cells + 20 nM CPT, ATP luminescence, 48 h; further: nearly all actives have a fitted effect of over 55% in size
#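 Cell growth measured by CellTiter-Glo luminescence after a minimum 48 h, 37 C compound exposure with 20 nM CPT in Tdp1-knockout DT40 cells stably expressing hTDP1, seeded 400/well; qHTS titration format.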
# TDP1 cell noCPT – qHTS for Inhibitors of human tyrosyl-DNA phosphodiesterase 1 (TDP1): qHTS in cells in absence of CPT; 420,000 tested, 15% active; AID 686978, 2013; DT40 Tdp1-/- hTDP1 cells, no CPT, ATP luminescence, 48 h; Potency, µM (doses to about 46.2 µM), for inactives: at the highest dose activity change, negative = growth inhibition, most hits filed as inhibitors; further: nearly all actives have a fitted effect of over 55% in size
#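 Chicken DT40 Tdp1-/- cells stably complemented with human TDP1 were seeded at 400 cells/well with DMSO in place of 20 nM camptothecin. After compound pinning, cells grew at least 48 hr at 37 °C; viability read by CellTiter-Glo luminescence.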
# TDP1 block – inhibitors of human tyrosyl-DNA phosphodiesterase TDP1 | recombinant TDP1, AlphaScreen DNA substrate cleavage | 350,000 tested, 0.28% active | Q9NUW8 | Potency, µM (series often up to 130 µM), without a hit: at the highest dose activity change, negative = inhibition, hits mostly inhibitors; further: nearly all actives have a fitted effect of over 40% in size
# Target sequence (Q9NUW8 whole entry, looked up): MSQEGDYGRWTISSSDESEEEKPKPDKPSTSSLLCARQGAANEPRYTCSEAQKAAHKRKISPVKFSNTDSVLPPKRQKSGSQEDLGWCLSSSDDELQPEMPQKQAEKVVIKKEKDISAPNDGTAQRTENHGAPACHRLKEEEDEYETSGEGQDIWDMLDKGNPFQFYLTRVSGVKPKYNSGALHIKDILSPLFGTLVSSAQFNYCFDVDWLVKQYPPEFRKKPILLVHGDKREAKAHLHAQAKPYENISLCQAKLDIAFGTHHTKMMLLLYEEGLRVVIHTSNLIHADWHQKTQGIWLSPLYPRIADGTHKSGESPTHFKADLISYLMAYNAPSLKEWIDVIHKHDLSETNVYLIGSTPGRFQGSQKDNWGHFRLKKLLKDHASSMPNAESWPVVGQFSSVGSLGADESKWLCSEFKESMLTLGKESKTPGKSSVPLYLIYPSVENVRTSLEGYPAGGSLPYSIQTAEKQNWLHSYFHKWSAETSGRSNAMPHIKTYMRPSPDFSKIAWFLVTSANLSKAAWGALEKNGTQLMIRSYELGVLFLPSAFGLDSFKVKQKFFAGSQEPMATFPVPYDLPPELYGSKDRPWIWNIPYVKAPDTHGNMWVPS
#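 Here, a 5' biotin and 3' phosphotyrosine-FITC DNA oligonucleotide reports Tdp1 activity: intact substrate bridges AlphaScreen beads, while cleavage leaves a 3' phosphate and drops signal. All incubations at room temperature.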
# * hit, by the source's call; ? = inconclusive; / = not tested or not shown; & = joins results of further samples; [ ] = remark or other dose. The call rests on the fitted dose curve; in most records, active means well fitted curve in the direction sought with a large enough effect; inconclusive means small, poorly fitted or top-dose-only effect, or another doubt; inactive means no such curve, though single readings can be large; an effect the other way counts as inactive or inconclusive. On the % scale 0 is the no-effect control and ±100 the full control effect; potency means the concentration at half of the fitted maximal effect. An unsorted share of the library, and some 18% of all compounds hit somewhere here.
SMILES,DT40 TDP1 CPT,TDP1 cell noCPT,TDP1 block
CC(C)(C)[C@@H]1COC(=O)[C@H](Cc2ccc(F)cc2)C/C=C\C[C@H](CC(=O)N(CCO)Cc2ccccc2)C(=O)N1,13µM*,21µM*,1%
CC(C)NS(=O)(=O)c1ccc(NC(=S)NC(=O)c2ccc(-c3ccccc3)cc2)cc1,11µM*,14µM*,4%
CCN(c1ccccc1)S(=O)(=O)c1cccc(C(=O)NCC(c2ccco2)N2CCCC2)c1 (stereo not drawn),?,?,5%
Clc1ccc(-c2cn3c(n2)CCC3)cc1,?,?,5%
COc1ccc(CCNc2ncnc3nc[nH]c23)cc1,2.8µM*,6.3µM*,1%
S=c1[nH]c2ncccc2o1,-5%,-7%,4%
C=CCN(c1ccccc1)S(=O)(=O)c1cccc(C(=O)N2CC(C)CC(C)C2)c1 (stereo not drawn),9.2µM*,3.7µM*,0%
CCOC(=O)C(CC)n1nc(C)n2c(cc3occc32)c1=O (stereo not drawn),?,-23%&-15%,4%&2%
O=C(CSc1nc2ccccc2[nH]1)NCc1ccc(F)cc1,-25%,-18%,1%
Cc1ccc(S(=O)(=O)n2ccc3c(OCCOCCSCC(NC(=O)OC(C)(C)C)C(=O)O)cccc32)cc1 (stereo not drawn),-1%,?,/
CN(CC(=O)Nc1cc(Cl)cc(Cl)c1)Cc1cccs1,-7%,-22%,/
CC1CN(C(=O)COC(=O)c2cccc(NS(=O)(=O)c3ccccc3)c2)CC(C)O1 (stereo not drawn),-2%,-20%,2%
CCCCCOc1ccc(NC(=O)C(=O)NCCC2=CCCCC2)cc1,-17%,?,-2%
CN1CCN(c2nc(-c3cc4ccccc4o3)cs2)CC1,-4%,11%,1%
O=C(NCCc1ccccc1)c1nn(-c2ccccc2Cl)nc1CO,12µM*,13µM*,0%
O=C(c1ccc(Cl)c(S(=O)(=O)N2CCOCC2)c1)N(Cc1nnc(-c2ccccc2Cl)o1)C1CC1,21µM*,15µM*,5%
CCCCN(C)C(=O)c1cn(C)c2ccc(S(=O)(=O)N(C)C)cc2c1=O,0%,-4%,0%
CCOC(=O)C1CCC(CN(Cc2ccc(Cl)cc2)S(=O)(=O)c2ccc(Br)cc2)CC1 (stereo not drawn),?,?,8%
COc1ccccc1C(=O)Nc1ccc(S(=O)(=O)Nc2nc(C)cc(C)n2)cc1,2%,5%,2%
CC(C)c1cccc(OCC(=O)Nc2ccc(S(=O)(=O)Nc3ccccn3)cc2)c1,-3%,-13%,7%
Cc1c(/C(O)=C2/C(=O)C(=O)N(CCN3CCOCC3)C2c2ccco2)cnn1-c1ccccc1 (stereo not drawn),-15%,-12%,/
Nc1ccc2nn(-c3ccc(Cl)cc3)nc2c1,6.5µM*,9.2µM*,-9%
Cc1ccc(C)c(CSc2cn(CCNC(=O)c3ccccc3F)c3ccccc23)c1,?,?,8%
CC(Oc1ccccc1)C(=O)Nc1c2c(nn1-c1ccccc1)CS(=O)(=O)C2 (stereo not drawn),-16%,-4%,2%
COc1ccccc1CN(Cc1cc2cc(C)cc(C)c2[nH]c1=O)Cc1nnnn1CC1CCCO1 (stereo not drawn),?,23µM*,3%
CCOc1ccc(C2CC(=O)c3c([nH]c(C(=O)OCC4CCCCC4)c3C)C2)cc1 (stereo not drawn),?,18µM*,1%
Cc1ccc(S(=O)(=O)N2CCCCC2)c2nsnc12,3%,2%,/
Cc1cc2nc(-c3cccc(NC(=O)CSc4ccc(Cl)cc4)c3)oc2cc1C,16µM*,?,6%
COc1cccc(C2c3c(oc4ccc(Cl)cc4c3=O)C(=O)N2c2cc(C)on2)c1OC (stereo not drawn),?,?,5%
COc1ccccc1CNS(=O)(=O)c1cccc(S(=O)(=O)N2CCOCC2)c1,?,-17%,8%
O=C(CSc1ncccn1)Nc1ccc(S(=O)(=O)N2CCCCC2)cc1,-24%,-15%,3%
O=C1CCCCCN1CP(=O)(O)CCc1ccccc1,-8%,-9%,0%
CCOc1ccc(N(CC)C(=O)c2cn(CC)c(=O)c3cc(OC)c(OC)cc23)cc1,-13%,1%,/
N#Cc1cnc(SCC(=O)NNC(=O)COc2cccc3ccccc23)nc1N,1%,3%,5%
O=C(NC(Cc1ccccc1)C(=O)O)c1ccccc1 (stereo not drawn),15%,13%,-1%
O=C1OCc2ccc(NC(=O)C3CCCCC3)cc21,-2%,-9%,-2%
CC1([N+](=O)[O-])COC(C=Cc2ccccc2)OC1 (stereo not drawn),2%,0%,/
COc1ccc(C(=O)CSc2nnc(Cn3nnc4ccccc43)n2C)cc1,-17%,?,3%
C[C@H](NC(=O)OC(C)(C)C)C(=O)N/N=C/C1=Cc2ccccc2OC1,-11%,?,10%
CCOc1ccc(CN(C)CC(=O)Nc2cc(OC)c([N+](=O)[O-])cc2C)cc1,?,?,3%
CC(c1ccccc1)C(CC(=O)O)C(=O)Nc1ccc(Cl)c(Cl)c1 (stereo not drawn),-3%,-1%,/
Cc1cccc(NC(=O)CN2CCN(CC(=O)NCC3(N4CCCCC4)CCCCC3)CC2)c1C,-16%,-21%,-3%
C[C@@H]1CCC(=O)N(CC[C@H](Sc2ccc(Br)cc2)c2ccccc2)CC1,18µM*,20µM*,-7%
NC1=NS(=O)(=O)NC1c1ccc(Br)cc1 (stereo not drawn),-6%,-23%,4%
O=C(Cn1cnc2c(nnn2Cc2ccc(F)cc2)c1=O)N1CCN(c2ccccc2)CC1,?,?,1%
CCOC(=O)c1ccccc1NC(=O)Cn1cnc2c1c(=O)n(C)c(=O)n2C,-25%,?,4%
Cc1cccc(-n2ncc3c2CCCC3NC(=O)CC(F)(F)F)c1C (stereo not drawn),?,?,/
COCCNC(=O)C(c1ccc(O)cc1)N(Cc1ccccc1)C(=O)CCC(=O)Nc1nccs1 (stereo not drawn),2%,-11%,4%
CC1CC(C)CN(C(=O)C2CCC(CNS(=O)(=O)c3ccccc3)CC2)C1 (stereo not drawn),?,29µM*,/
CC(=O)Nc1cc(-c2ccccc2)nn1Cc1ccc(Cl)cc1,-18%,1%,6%
CC(=O)NC(c1ccccc1)c1nc(-c2cnc3ccccc3c2)cs1 (stereo not drawn),12µM*,21µM*,/
CC(C)c1ccc(OCc2nnc(SCC(=O)N3CCCCC3)o2)cc1,-24%,-27%,/
O=C1CSC(c2ccccc2)N1c1ccccc1F (stereo not drawn),1%,-26%,/
CCCCn1cnc2sc3c(c2c1=N)CCCC3,?,?,2%
CSc1nnc2c(n1)[nH]c1c(C)cccc12,?,?,-5%
COC(=O)c1ccc(NC2CC(=O)N(c3ccccc3C)C2=O)cc1 (stereo not drawn),-3%,0%,3%
O=c1[nH]c([N+](=O)[O-])nn1C(c1ccccc1)c1ccccc1,-16%,0%,/
CCOC(=O)N1CCC(=NNc2ncc(C(F)(F)F)cc2Cl)CC1,0%,-11%,-3%
COc1cccc(OCc2cc(C(=O)N(C)C3CC(C)(C)NC(C)(C)C3)no2)c1,-9%,6%,1%
Cc1ccc(C)c(C(=O)CSc2nc(C)cc(=O)[nH]2)c1,-15%,-3%,0%

# The last six compounds of the section before are carried over, then new ones follow.
SMILES,DT40 TDP1 CPT,TDP1 cell noCPT,TDP1 block
CSc1nnc2c(n1)[nH]c1c(C)cccc12,?,?,-5%
COC(=O)c1ccc(NC2CC(=O)N(c3ccccc3C)C2=O)cc1 (stereo not drawn),-3%,0%,3%
O=c1[nH]c([N+](=O)[O-])nn1C(c1ccccc1)c1ccccc1,-16%,0%,/
CCOC(=O)N1CCC(=NNc2ncc(C(F)(F)F)cc2Cl)CC1,0%,-11%,-3%
COc1cccc(OCc2cc(C(=O)N(C)C3CC(C)(C)NC(C)(C)C3)no2)c1,-9%,6%,1%
Cc1ccc(C)c(C(=O)CSc2nc(C)cc(=O)[nH]2)c1,-15%,-3%,0%
CCOc1ccccc1OCCC(=O)Nc1ccc2c(c1)OCO2,?,?,0%
CCCOc1ccc(-c2c(C(=O)N/N=C/c3ccc(C)o3)nnn2-c2nonc2N)cc1,0%,-30%,0%
c1ccc(OCCCCN2CCOCC2)cc1,11%,6%,2%
Cc1cc(NC(=O)CCNS(=O)(=O)c2ccc3[nH]c(=O)oc3c2)ccc1Br,-7%,5%,1%
Cc1ccc(C(=O)NC(=S)N2CCN(c3ccccc3F)CC2)cc1,-25%,-25%,1%
Cc1cc(Nc2cccc(Cl)c2)nc2ccc(NC(=O)c3cncc(Br)c3)cc12,4.6µM*,5.2µM*,5%
COc1ccccc1CCNC(=O)C1CC(=O)N(c2ccccc2F)C1 (stereo not drawn),-8%,-8%,/
CC(=O)Nc1ccc(S(=O)(=O)N2CCC(c3nc4ccccc4[nH]3)CC2)cc1,?,-13%,8%
Cc1c(NC(=O)C(Sc2ccccc2)c2ccccc2)cccc1[N+](=O)[O-] (stereo not drawn),?,?,1%
CN(C)C(CNC(=O)c1cnc(Cl)c(Cl)c1)c1ccccc1 (stereo not drawn),-11%,-25%,/
O=C(NC1CCCC1)C(c1cccnc1)N(C(=O)c1ccco1)c1cccc(F)c1 (stereo not drawn),1%,11%,12%
CCNc1ncc2nc(-c3cccs3)c(=O)n(Cc3cccc(OC)c3)c2n1,-15%,-3%,/
CCOc1ccc(N(CC)S(=O)(=O)N2CCCC(C(=O)NCc3ccccc3Cl)C2)cc1 (stereo not drawn),21µM*,21µM*,0%
CC(C)(C)NC(=O)C(c1ccc(C#N)cc1)n1c(=O)c(-c2cc3ccccc3[nH]2)nc2ccccc21 (stereo not drawn),?,?,/
Cc1cccc(Cn2nc(-n3cccc3)c3c(C)cc(C)nc32)c1,?,?,3%
Cn1c(=O)c(C(=O)O)nn(-c2ccccc2)c1=O,?,16µM*,0%
COc1ccc(C(=O)OCC(=O)NC2CCCCCC2)cc1OC,-24%,-11%,1%
OCCCn1c(-c2ccccc2)csc1=Nc1ccccc1,23µM*,16µM*,7%
COC(=O)c1cc2n(n1)CCN(Cc1ccc(C)cc1)C2=O,6%,-21%,1%
CCCCN(CCCC)CCCNC(=O)c1ccc2nc(N3CCCCC3)sc2c1,?,23µM*,1%
O=C(CCC1CCCCC1)Nc1ccc(C(=O)c2ccncc2)cc1,?,?,5%
Cc1ccc(S(=O)(=O)c2nc(/C=C/c3ccccc3)oc2N2CCC(C(N)=O)CC2)cc1,?,?,/
CN(CC(=O)Nc1ccccc1C(=O)NC1CC1)Cc1ccc(Cl)s1,?,?,0%
COc1cc2c(cc1OC)C(COc1cc(C)cc(C)c1)N(C(=O)C(C)(C)C)CC2 (stereo not drawn),?,26µM*,5%
CN1CCc2c(sc3c2C(=O)NC(c2ccccn2)N3)C1 (stereo not drawn),-1%,-4%,7%
CC(C)CC1NC(=O)c2cc3ccccc3cc2-n2c1nc1ccc(Cl)cc1c2=O (stereo not drawn),?,?,/
NC(Cc1c[nH]c2ccccc12)C(=O)NCC(=O)O (stereo not drawn),-4%,10%,15%
CN1C(=S)SC(/[N+]([O-])=C/c2c(F)cccc2Cl)C1(C)C (stereo not drawn),28%,-1%,0%
O=C(CSc1ncccn1)N/N=C/c1cccc(OC2CSC2)c1,-26%,-11%,3%
CCCCCCC(=O)N/N=C/Cc1ccccc1,-5%,-24%,-6%
Cc1ccc(NC(=O)C2CCN(C(=O)c3ccco3)CC2)cc1,-3%,0%,-12%
CC(=O)Nc1ccc(N(C(=O)c2ccco2)C(C(=O)NC2CCCC2)c2ccc(N(C)C)cc2)cc1 (stereo not drawn),-28%,-27%,/
O=C(CN1CCOCC1)NC1CC2CCC1C2 (stereo not drawn),-8%,1%,8%
O=C(NN1C(=O)c2cc(Br)ccc2NC1c1cc(Br)cc(Br)c1O)c1ccncc1 (stereo not drawn),6%,0%,8%
COc1ccc(N2CCN(C(CNC(=O)c3c(F)cccc3F)c3ccc4c(c3)OCO4)CC2)cc1 (stereo not drawn),?,16µM*,8%
O=C(Cn1c2ccc(F)cc2c2nc3n(c(=O)c21)CCS3)N1CCCC1,3%,?,6%[0.0935 µM]
CCOC(=O)C1=C(COC(=O)CNC(=O)c2cc(OC)c(OC)c(OC)c2)NC(=O)NC1C (stereo not drawn),?,-13%,-3%
Cc1ccc(C2=NN(C(=O)C3CCCO3)C(c3ccco3)C2)cc1 (stereo not drawn),-15%,?,1%
Cc1ccccc1NC(=O)c1sc(NC(=O)COc2ccccc2)c(C#N)c1C,?,18µM*,3%

# Screening results from PubChem BioAssay.
